# OPRM1-OPRD1 inv – mu-delta opioid heterodimer inverse agonism | cell-based MOR-DOR heterodimer luminescence | inhibition, % at 9.3 µM | hit rate 0.21% among 340,000 | AID 504357; in the data active means inhibition above about 22%, passing the limit was not always enough;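 further: 0% = cells with DMSO and 100% = wells without cells with DMSO; values of inactives mirror those of a sister screen read the other way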
# HTR5A inv ag – HTR5A inverse agonism, opioid heterodimer counter-screen. P47898. HTR5A cell line, luminescence. inhibition, % at 9.3 µM. hit rate 0.083% among 340,000. AID 504634; in the data active means inhibition mostly above about 23%, no sharp cut-off; inactive means mostly below about 18%;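 further: 0% = cells with DMSO and 100% = no-cell wells with DMSO; some compounds called inactive have numbers as strong as hits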
# cardiac RTF act – cardiac RTF calcium sensitization. IANBD-labeled TnC RTF fluorescence at EC20 calcium; 0% EC20 calcium, 100% full calcium. activation, % at 7.2 µM. hit rate 0.24% among 340,000;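 active means activation above the mean over all tested compounds plus 3 SD, cut at about 30% in these data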;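 further: rise in fluorescence read as greater calcium sensitivity of cardiac thin filaments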
# LANA DNA inh – KSHV C-LANA DNA binding inhibition; MBP-C-LANA/FAM-LBS DNA binding, fluorescence polarization; inhibition, % at 9 µM; hit rate 0.078% among 340,000;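 active means highest replicate inhibition at or above 60% at 9 µM, even if other replicates fall short; inactive means all replicates below 60% inhibition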;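 further: 0% = neutral control wells and 100% = 4 µM acridine orange control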
# CAL PDZ FP – CAL PDZ (human) peptide binding inhibition. purified CAL PDZ, TMR-peptide fluorescence polarization, 1 h. hit rate 0.92% among 300,000. inhibition, % at 24.9 µM;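 active means mean inhibition of at least 30% with at least half of replicates also reaching 30%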;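 further: 0% = DMSO neutral control and 100% = excess unlabeled competitor peptide PRC23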
# V-ATPase pHluor – regulators of yeast V-ATPase proton transport. S. cerevisiae, pHLuorin cytosolic pH fluorescence. response, % at 10 µM. hit rate 0.37% among 350,000. AID 504577; in the data active means response mostly above about 7.3%, no sharp cut-off; inactive means mostly below about 5.4%; further: actives read high; inactives centre near 0; some compounds called inactive have numbers as strong as hits; reference of the scale not given here
# Keap1 Nrf2 FP – Keap1-Nrf2 (human) interaction inhibition; inhibition, % at 9.4 µM; Keap1 Kelch-Nrf2 peptide fluorescence polarization, 1536-well; hit rate 0.15% among 340,000; in the data active means inhibition above about 12%;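 further: human Keap1 Kelch domain with fluorescein labeled Nrf2 9mer peptide probe; 0% = neutral control wells and 100% = peptide positive control; higher means more block of Keap1 binding to Nrf2 peptide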
# Target sequence (Q14145 whole entry, looked up, the tested form may be a part): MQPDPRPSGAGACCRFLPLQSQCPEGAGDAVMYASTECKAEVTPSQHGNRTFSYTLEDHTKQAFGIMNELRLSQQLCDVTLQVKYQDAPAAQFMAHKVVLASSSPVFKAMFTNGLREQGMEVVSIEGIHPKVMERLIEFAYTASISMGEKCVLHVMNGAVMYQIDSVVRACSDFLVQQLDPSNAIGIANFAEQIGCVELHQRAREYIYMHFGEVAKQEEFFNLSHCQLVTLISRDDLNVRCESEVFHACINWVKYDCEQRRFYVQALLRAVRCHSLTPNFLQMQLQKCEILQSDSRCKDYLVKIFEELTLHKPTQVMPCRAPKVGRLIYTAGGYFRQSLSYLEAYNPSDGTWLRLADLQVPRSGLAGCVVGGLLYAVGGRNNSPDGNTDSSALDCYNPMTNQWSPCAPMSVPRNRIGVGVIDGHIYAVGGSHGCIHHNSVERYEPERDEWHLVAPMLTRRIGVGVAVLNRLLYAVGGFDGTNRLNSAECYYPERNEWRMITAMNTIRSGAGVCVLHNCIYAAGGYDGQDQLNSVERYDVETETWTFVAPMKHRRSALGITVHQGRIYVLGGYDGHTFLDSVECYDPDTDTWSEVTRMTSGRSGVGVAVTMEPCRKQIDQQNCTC
# HTR5A ag ctr – activates human HTR5A in OPRM1-OPRD1 agonist counter-screen. activation, % at 9.3 µM. P47898. HTR5A agonist assay, luminescence, cell-based. hit rate 0.61% among 340,000; in the data active means activation mostly above about 9.5%, no sharp cut-off; inactive means mostly below about 7.6%;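 further: 0% = cells with vehicle only and 100% = reference agonist; strong numbers were not always called active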
# OPRM1-OPRD1 ag – OPRM1-OPRD1 heterodimerization agonism; P35372+P41143; cells, luminescence; activation, % at 9.3 µM; hit rate 0.3% among 340,000; in the data active means activation above about 18%;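 further: 0% = vehicle-treated cells and 100% = reference agonist; values of inactives mirror those of a sister screen read the other way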
# RTF Ca sens inh – cardiac RTF calcium desensitization. hit rate 0.12% among 340,000. inhibition, % at 7.15 µM. P19429+P45379. IANBD-labeled cardiac RTF, Ca2+ fluorescence;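 active means inhibition above the mean inhibition of all tested compounds plus 3 SD, cut at about 17% in these data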;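 further: assay run at fixed EC70 calcium of 1.6 mM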
# The depositor's hits bear a star; nt = no result given.
1	COc1ccc(CC(NC(C)=O)C(=O)NC2CCN(C(=O)c3cnccn3)CC2)cc1 (configuration not stated)
2	NC(=S)NC(=O)/C=C/c1ccccc1
3	CC1CCN(C(=O)CSc2nnc(-c3ccc(S(=O)(=O)N4CCOCC4)cc3)n2C)CC1
4	O=C(CNC(=O)c1ccccc1)NC1(C(=O)NC2CCCC2)CCCCC1
5	CCCCN1C(N)=NC[C@@H]1Cc1ccccc1
6	O=[N+]([O-])c1cccc(-c2nnc3c4ccccc4c4ccccc4n23)c1
7	O=C1NC[C@H](Cc2ccccc2)N(CC2CCN(CCc3ccc(-c4ccccc4)cc3)CC2)C1=O
8	Cc1cc(NC(=O)COC(=O)C2CCN(S(=O)(=O)c3cccc(Cl)c3Cl)CC2)no1
assay / entry	1	2	3	4	5	6	7	8
OPRM1-OPRD1 inv	0	11	4	16	8	-3	2	4
HTR5A inv ag	25	9	-1	4	-9	-10	5	-9
cardiac RTF act	-3	6	-5	-1	-1	-2	-9	3
LANA DNA inh	1.2	16	1.2	0.3	2.3	-1.6	-1.5	2.4
CAL PDZ FP	-6	-6	-4	-2	-2	-3	0	-5
V-ATPase pHluor	-1	-2	-1	0	0	6	0	-1
Keap1 Nrf2 FP	2	-1	-6	1	-4	-2	-5	-3
HTR5A ag ctr	1	2	0	-3	-3	-1	-1	3
OPRM1-OPRD1 ag	0.0	-2.2	-0.6	-3.6	-1.6	0.5	-0.3	-0.7
RTF Ca sens inh	0	4	0	-1	3	-6	-1	-13

9	Cc1cc(C(=O)N2CCC(Cc3ccccc3)CC2)c(C)o1
10	CCOC(=O)c1c(C)nsc1NCc1ccccc1
11	CC(=O)c1c(N)nc2n(c1=O)CCCCC2
12	COc1ccccc1N1CCN(C2=Nc3cccc4cccc2c34)CC1
13	Cc1nc(C(=O)NNC(=O)c2c(-c3c(Cl)cccc3Cl)noc2C)cs1
14	C=C(C)C1CC=C(CN2CCN(Cc3ccccc3)CC2)CC1 (configuration not stated)
15	Cc1nn(Cc2ccccc2)c2c1C(c1ccccc1)C(C#N)=C(N)O2 (configuration not stated)
16	Cc1ccc(NC(=O)N2CCN(C/C=C/c3ccccc3)CC2)cc1
assay / entry	9	10	11	12	13	14	15	16
OPRM1-OPRD1 inv	14	7	19	5	13	-43	23	12
HTR5A inv ag	-10	-9	10	5	-1	-8	8	18
cardiac RTF act	5	0	-5	9	-2	-9	2	-1
LANA DNA inh	-1.1	-0.5	1.0	2.0	0.2	-1.1	-0.5	-1.3
CAL PDZ FP	-8	2	-2	-1	-5	1	-6	5
V-ATPase pHluor	-4	2	-1	1	9	0	2	-4
Keap1 Nrf2 FP	1	-1	-1	-3	2	-5	-1	0
HTR5A ag ctr	8	2	0	-2	-7	2	-3	-1
OPRM1-OPRD1 ag	-2.5	-1.5	-4.5	-0.9	-2.5	9.0	-3.9	-1.7
RTF Ca sens inh	-7	0	-1	-6	-8	3	-2	-16

17	CS(=O)(=O)N(CC(=O)N1CCCCCC1)c1ccc(Cl)cc1
18	CN1C(=O)CC(NNC(=O)c2ccccc2)C1=O (configuration not stated)
19	CC(=O)Nc1ccc(S(=O)(=O)N2CCN=C2SCc2ccc([N+](=O)[O-])cc2)cc1
20	C/C=C\C=C\C(=O)N1CC2(CC(c3cccc(NC(=O)CC(c4ccccc4)c4ccccc4)c3)=NO2)C[C@H]1C(N)=O (some centres not stated)
21	C/C(CC(=O)Nc1cccc2c1CCCC2)=N\NC(=O)c1ccccc1N
22	COC(=O)c1cc(OC)c(OC)cc1NC(=O)CN1C(=O)c2ccccc2C1=O
23	CC(C)C(=O)NNc1ccccc1
assay / entry	17	18	19	20	21	22	23
OPRM1-OPRD1 inv	11	15	4	12	13	8	7
HTR5A inv ag	5	15	0	15	5	-6	8
cardiac RTF act	-1	-8	4	-7	0	2	-7
LANA DNA inh	-0.9	-1.4	-1.0	-1.6	1.3	-0.2	-0.3
CAL PDZ FP	-2	-2	-3	-6	nt	-3	0
V-ATPase pHluor	0	1	-1	1	-1	0	1
Keap1 Nrf2 FP	2	-5	0	-7	2	-1	0
HTR5A ag ctr	-1	6	3	3	-1	1	-1
OPRM1-OPRD1 ag	-2.3	-2.8	-0.7	-2.2	-2.4	-1.6	-1.1
RTF Ca sens inh	-3	0	1	-6	-3	-9	-12

# By substructure: those above with nitrogen in an aromatic ring (8)
1	COc1ccc(CC(NC(C)=O)C(=O)NC2CCN(C(=O)c3cnccn3)CC2)cc1 (configuration not stated)
3	CC1CCN(C(=O)CSc2nnc(-c3ccc(S(=O)(=O)N4CCOCC4)cc3)n2C)CC1
6	O=[N+]([O-])c1cccc(-c2nnc3c4ccccc4c4ccccc4n23)c1
8	Cc1cc(NC(=O)COC(=O)C2CCN(S(=O)(=O)c3cccc(Cl)c3Cl)CC2)no1
10	CCOC(=O)c1c(C)nsc1NCc1ccccc1
11	CC(=O)c1c(N)nc2n(c1=O)CCCCC2
13	Cc1nc(C(=O)NNC(=O)c2c(-c3c(Cl)cccc3Cl)noc2C)cs1
15	Cc1nn(Cc2ccccc2)c2c1C(c1ccccc1)C(C#N)=C(N)O2 (configuration not stated)
assay / entry	1	3	6	8	10	11	13	15
OPRM1-OPRD1 inv	0	4	-3	4	7	19	13	23
HTR5A inv ag	25	-1	-10	-9	-9	10	-1	8
cardiac RTF act	-3	-5	-2	3	0	-5	-2	2
LANA DNA inh	1.2	1.2	-1.6	2.4	-0.5	1.0	0.2	-0.5
CAL PDZ FP	-6	-4	-3	-5	2	-2	-5	-6
V-ATPase pHluor	-1	-1	6	-1	2	-1	9	2
Keap1 Nrf2 FP	2	-6	-2	-3	-1	-1	2	-1
HTR5A ag ctr	1	0	-1	3	2	0	-7	-3
OPRM1-OPRD1 ag	0.0	-0.6	0.5	-0.7	-1.5	-4.5	-2.5	-3.9
RTF Ca sens inh	0	0	-6	-13	0	-1	-8	-2
